NPYLR7 ag: agonists of mosquito NPYLR7 receptor, primary screen, cell-based, Aedes aegypti, calcium fluorescence, mosquito biting behavior | HEK293T NPYLR7/Galpha15, GCaMP6s calcium fluorescence | activation, % at 10 µM | hit rate 0.15% among 270,000; in the data active = activation above about 40%;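 also: 0% = vehicle and 100% = reference agonist at the receptor; some compounds past the cut are filed as inactive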
hcGAS inh: Primary biochemical luminescence assay for human cyclic GMP-AMP synthase inhibitors | hit rate 0.081% among 290,000 | inhibition, % at 12.5 µM | recombinant h-cGAS, ATP depletion, Kinase-Glo luminescence | Q8N884 | AID 1259398, 2018;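 also: 0% = vehicle reaction and 100% = reaction without DNA for no activity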
Target sequence (Q8N884 whole entry, looked up): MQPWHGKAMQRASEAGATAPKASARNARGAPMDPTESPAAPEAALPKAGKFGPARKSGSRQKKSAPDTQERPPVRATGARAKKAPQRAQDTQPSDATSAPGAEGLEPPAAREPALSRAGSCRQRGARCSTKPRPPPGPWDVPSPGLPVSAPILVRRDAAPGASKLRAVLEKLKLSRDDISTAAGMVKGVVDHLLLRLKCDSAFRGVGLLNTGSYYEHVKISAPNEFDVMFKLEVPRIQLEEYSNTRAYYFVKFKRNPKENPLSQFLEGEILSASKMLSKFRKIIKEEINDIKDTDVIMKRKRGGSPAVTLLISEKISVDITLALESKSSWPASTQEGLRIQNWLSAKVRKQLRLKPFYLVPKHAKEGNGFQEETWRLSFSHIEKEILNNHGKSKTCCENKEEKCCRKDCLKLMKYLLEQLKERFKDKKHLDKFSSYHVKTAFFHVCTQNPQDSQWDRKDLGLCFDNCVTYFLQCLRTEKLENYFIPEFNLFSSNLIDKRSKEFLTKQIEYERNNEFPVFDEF
mcGAS inh: cyclic GMP-AMP synthase inhibitors, mouse, primary biochemical chemiluminescence | AID 1259399, 2018 | recombinant cGAS, Kinase-Glo ATP depletion luminescence | hit rate 0.15% among 160,000 | inhibition, % at 12.5 µM | Q8C6L5;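 also: 0% = negative control wells and 100% = reference inhibitor with no enzyme activity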
Starred values were filed as active, the others as inactive; x = no result given; & = joins results of further samples. Rule as the data show it, unless noted: active = inhibition above about 40%; inactive = the rest. Rows were taken by chance. About 0.26% of those tested had a hit in this group.

The first 5 entries, to show the layout:
SMILES	NPYLR7 ag	hcGAS inh	mcGAS inh
Nc1ccc(-c2ccc3ccccc3n2)cc1	0	3	-6
COc1ccc2nc(-c3ccc(Cl)c(NC(=O)Nc4cccs4)c3)cn2n1	0	1	0
N#Cc1ccccc1CS(=O)(=O)NC(=O)/C=C/C1CCCCC1	1	-5	-11
COc1ccc2[nH]c(C)c(CCNC(=S)NCc3ccccc3)c2c1	-2	-3	-3
O=C(c1nnn(-c2ccccc2)c1CSc1ncccn1)N1CCN(c2cccc(Cl)c2)CC1	-2	-8	-9

All compounds of this part, repeating the preview:
SMILES	NPYLR7 ag	hcGAS inh	mcGAS inh
Nc1ccc(-c2ccc3ccccc3n2)cc1	0	3	-6
COc1ccc2nc(-c3ccc(Cl)c(NC(=O)Nc4cccs4)c3)cn2n1	0	1	0
N#Cc1ccccc1CS(=O)(=O)NC(=O)/C=C/C1CCCCC1	1	-5	-11
COc1ccc2[nH]c(C)c(CCNC(=S)NCc3ccccc3)c2c1	-2	-3	-3
O=C(c1nnn(-c2ccccc2)c1CSc1ncccn1)N1CCN(c2cccc(Cl)c2)CC1	-2	-8	-9
Fc1ccccc1-c1noc(-c2ccc(NCCCn3ccnc3)nc2)n1	12	-15	-12
Cc1nc(-c2cccs2)ccc1C(=O)OC(C)C(=O)N1CCNC1=O (stereo not given)	2	-4	-12
COc1ccc(NC(=O)c2nnn(-c3cccc(SC)c3)c2C)cc1	7	-10	-5
Cc1cccc(NC(=O)CSc2nncc(=O)[nH]2)c1	-1	0	4
C/C=C(\C)CN(CC)CCN(CC)CC	-9	-1	-5
C=CCNc1nsc(C(=O)c2ccc(OC)c(OC)c2)c1N	14	-7	x
Cn1c(COC(=O)c2ccc3c(c2)NC(=O)CCS3)cc(=O)n(C)c1=O	4	-9	-12
COc1ccc(-c2cnc3ncnn3c2N2CCCN(C(=O)C34CC[C@@](C)(C(=O)O3)C4(C)C)CC2)cc1OC	4	-9	-7
CSc1ccc(Cn2c(C)c(C(=O)NCc3ccccc3C(F)(F)F)sc2=O)cc1	-5	0	x
Oc1ccc(-c2cccc3c2CCNC3)cc1-c1ccno1	x	-7	-11
CCOC(=O)Cc1cc(=O)n2[nH]cc(-c3ccc(OC)c(OC)c3)c2n1	-15	-2	x
CC(C)(C)Oc1cccc(CCC(=O)O)n1	1	-6	x
O=C(c1cc(-c2ccccc2)n[nH]1)N1CC(=O)N(C2CCCCC2)CC(OCc2cccnc2)C1 (stereo not given)	18	-19	-6
Cc1c(C(=O)N2CCN(c3ccccc3)CC2)oc2c1C(=O)CCC2	3	-1	x
C=C(C)Cn1c(=O)c2c(nc3n(-c4cccc(O)c4)c(C)cn23)n(C)c1=O	2	-2	-5
CCc1nc2ccc(C(=O)NCc3ccc(OC)cc3)cn2c1N(C)Cc1ccc(OC)cc1	-3	-3	-1
Cc1cc(C)cc(C(O)c2ncc(-c3cccc(C(F)(F)F)c3)[nH]2)c1 (stereo not given)	-10	-9	x
CCn1nnc2c(Nc3cccc(Cl)c3)ncnc21	7	-1	-7
CCN(C)c1ccc(C(=O)OCc2noc(C)n2)cc1	5	-10	x
COc1ccc(-n2nc(C)c(-c3ccccc3)c2NC(=O)CN(C(=O)Nc2cccc(Br)c2)C(C)C)cc1	0	-3	-2
Cc1nc(-c2cccc(F)c2)nc(N2CCN(S(=O)(=O)c3ccc(Cl)cc3)CC2)c1Cc1ccccc1	x	-6	-7
CN(Cc1ccccc1)C1CCCN(C(=O)CCc2ccc(F)cc2)C1 (stereo not given)	6	-6	x
Cc1ccc(-n2nnc3c(N4CCN(C(=O)CCC5CCCCC5)CC4)ncnc32)cc1	-6	-6	-10
Cc1ccc(C(=O)N2CCCC(CO)(Cc3ccccc3)C2)cc1N1CCNC1=O (stereo not given)	23&-14	-7&-4	-4
O=C(c1ccc(F)cc1F)N1CCC2(CC1)OCC(C(=O)N1CCCC1)N2C(=O)c1ccccc1 (stereo not given)	-1	-5	-6
CCC1CCCN(C(C)(C)CNC(=O)C2(C)CCOCC2)C1 (stereo not given)	-1	-4	x
Cc1ccc(C(=O)Nc2nnc(C(C)(C)C)s2)c(O)c1	-2	1	x
CCOC(=O)c1ccn(-c2cccc(NC(=O)N3CCOC(C)C3)c2)n1 (stereo not given)	-6	-17	x
CCN(C(c1cccnc1)c1ccc2c(c1)CCO2)S(C)(=O)=O (stereo not given)	6	-9	x
CC1CCC2(CC1)NC(=O)N(CC(=O)NCC(F)(F)F)C2=O (stereo not given)	11	-6	x
CN(Cc1cccc(Cl)c1)C(=O)NCC(c1ccccc1)N1CCOCC1 (stereo not given)	6	-15	x
COc1ccc2[nH]cc(CCNC(C)=O)c2c1	-2&-6&2	-4&-5&-4&-2	-4&-4
Cc1cc(C)c(C#N)c(Nc2ccc(Cl)cc2Cl)n1	0	-2	-4
CC(C)S(=O)(=O)Oc1ccc(CN(CCN(C)C)C(=O)C2CCC2)cc1	x	-1	-5
CC(C)CNC(=O)C(CC(C)C)N1C(=O)CSC1c1ccco1 (stereo not given)	5	-4	-4
Cc1cc(C)c(C#N)c(SCC(=O)c2ccc(F)cc2)n1	-6	6	0
O=C(c1cc2c(F)cc(Br)cc2[nH]1)N1CCCC(C(=O)N2CCOCC2)C1 (stereo not given)	0&2	-3&-4	x
CC(C)=CC(=O)N1CCC(CC(=O)N2CCC(N(C)C)CC2)CC1	1	-6	x
Cc1cccnc1CN1CCN(C/C=C/c2ccccc2)CC1	6	-4	-16
COc1ccc(S(=O)(=O)NC2CCSc3ccccc32)cc1OC (stereo not given)	5	-2	x
CN(C)c1cccc(N2C(=S)SC3CS(=O)(=O)CC32)c1 (stereo not given)	7	-6	x
Cc1cccc(C(=O)NCCC(=O)N2CC=C(c3ccccc3)CC2)c1	1	-7	x
Cc1ccc(-c2ccnc(-c3ccc[nH]3)n2)c(C)n1	-7	-1	0
CSC(C)CCN1CCN(Cc2noc(C)n2)CC1 (stereo not given)	x	-15	-7
CC(C)NCCN(C(C)C)S(=O)(=O)c1ccc(Cl)cc1Cl	-11	-2	x

Reprinted at random: 6 entries already listed.
SMILES	NPYLR7 ag	hcGAS inh	mcGAS inh
O=C(c1cc2c(F)cc(Br)cc2[nH]1)N1CCCC(C(=O)N2CCOCC2)C1 (stereo not given)	0&2	-3&-4	x
Cc1ccc(-c2ccnc(-c3ccc[nH]3)n2)c(C)n1	-7	-1	0
CN(C)c1cccc(N2C(=S)SC3CS(=O)(=O)CC32)c1 (stereo not given)	7	-6	x
Cc1cccnc1CN1CCN(C/C=C/c2ccccc2)CC1	6	-4	-16
CC(C)NCCN(C(C)C)S(=O)(=O)c1ccc(Cl)cc1Cl	-11	-2	x
CC(C)=CC(=O)N1CCC(CC(=O)N2CCC(N(C)C)CC2)CC1	1	-6	x

(list continues)
SMILES	NPYLR7 ag	hcGAS inh	mcGAS inh
Cc1nn(C)c(C)c1-c1ccnc(NCCc2cscn2)n1	0	-4	x
CCCC(C)(C)NC(=O)c1sc(-c2ccccn2)nc1C	0	-13	-7
OCCOc1cccc(CN2CCCC(Nc3ccc(F)c(F)c3)C2)c1 (stereo not given)	5	-2	x
O=C1Nc2ccccc2/C1=C\C(=O)c1ccc(CCCl)cc1	-1	2	x
COCC(=O)N1CCC(C(NC(=O)c2ccccc2)C(=O)N2CCOCC2)CC1 (stereo not given)	3	-6	-6
CCc1nc2ccc(C(=O)Nc3cccc(OCC(=O)N(C)C)c3)cn2c1N(C)Cc1nccn1C	-4	-6	-4
Cn1ncc(Oc2ccccc2)c(Nc2ccc(C(=O)NCc3ccccc3)cc2)c1=O	5	-7	-6
CCOC(=O)c1c(C)oc2cc(Br)c(OCC(=O)OCc3ccccc3)cc12	1	-8	-6
CC(C)c1nccn1C(C)C(=O)N1CCc2[nH]nc(-c3cccc(F)c3)c2C1 (stereo not given)	0	4	x
COC(c1ccccc1)c1nnc(CCC(=O)N(C)C(C2CC2)C2CC2)o1 (stereo not given)	3	-3	-3
Cc1cc(C(=O)Nc2ccc(F)cc2)nc2cc(C(C)(C)C)nn12	-5	1	0
Cc1ccc(C(NC(=O)C2CCN(Cc3ccccc3F)CC2)c2ccccn2)cc1 (stereo not given)	7	-6	-3
CCC(C)CN(CC(=O)N1CCc2sccc2C1COc1ccc(F)cc1)C(=O)NC(C)(C)C (stereo not given)	-3	-4	-4
CC(=O)N1CCCC(N2CCN(CCOc3ccccc3)CC2)C1 (stereo not given)	-1	0	x
CCOCC(=O)Nn1cnc2c(cnn2-c2ccc(C)cc2)c1=O	3	-4	x
N#Cc1c(CSCC(=O)O)cc(=O)n2c1[nH]c1ccccc12	-4	25	x
CCOC(=O)[C@@H]1[C@@H](OC(N)=O)C(=O)N(Cc2ccccc2)C12CCN(C(=O)c1cc(C)oc1C)CC2	0	9	-4
Cc1cc(N2CCOCC2)n2nc(C)c(-c3ccccc3Cl)c2n1	3	13	3
Cc1cccc(NC(=O)c2cc3cc([N+](=O)[O-])ccc3s2)n1	30	-2	-1
Cc1cc(C(=O)N(C)CCCn2cccn2)on1	-6	-5	x
O=C1NCC2(CCCN(Cc3cnc(C4CCCCC4)nc3)CC2)O1 (stereo not given)	1	-4	x
CN1CCCC(CN(C)C(=O)c2ccccc2-c2ccccc2)C1 (stereo not given)	8	-4	x
C(=N/Nc1cc(N2CCCCC2)nc(N2CCCCC2)n1)/c1ccncc1	-5	-3	-6
COc1cc(OC)cc(-c2onc(C)c2C(=O)NCCc2ccncc2)c1	6	0	-4
CC(C)c1ccc(C(=O)N2CCN(C(=O)c3cnc(Cl)c(Cl)c3)CC2)cc1	-1	-5	x
Cc1ccsc1S(=O)(=O)N1CCCC(O)(CN(C)C)CC1 (stereo not given)	10	-8	x
CCc1ncc(C(=O)NCc2cn[nH]c2-c2cccs2)cn1	23	-4	x
CC1(C)CCCC(CO)=C1CSc1ccccc1	4	-4	x
O=[N+]([O-])c1cc2c(c(CSc3nc4ccc(Cl)cc4[nH]3)c1)OCOC2	1	2	x
Cc1nc2ccccc2n1CN1CCc2sccc2C1	6	-3	x
COc1ccc(CC(=O)N2CCOC(Cc3ccccc3)C2)cc1 (stereo not given)	-4	-3	-4
CC1(C)SC2C(NC(=O)COc3ccccc3)C(=O)N2C1C(=O)O (stereo not given)	-1	-2	x
CC1CCCC(C)N1NC(=O)c1ccc(S(=O)(=O)C(F)F)cc1 (stereo not given)	-20	2	x
CC[C@H]1C[C@@H](NC(=O)c2ccccc2)C[C@@H](CCn2nc(C)cc2C)O1	-1	0	x
COc1ccc(Cc2n[nH]c(=O)n2-c2c(C)noc2C)cc1	4	-8	x
CC(=O)c1ccc2oc(C(=O)O)cc(=O)c2c1	-2	-7	-5
CCCOCC1CCN(C(=O)c2cc(C(C)C)on2)C1 (stereo not given)	x	1	0
O=C(NCc1ccc(O)c(O)c1)c1cccnc1Oc1ccc(Cl)cc1	-21	-1	0
CC(C)(C)c1cc(Oc2cccc(F)c2)nc(SCc2ccccc2C#N)n1	3	-6	x
CSCCC1NC(=S)N(c2ccc(C)cc2F)C1=O (stereo not given)	4	6	x
C=CCn1c(SCc2ccc(C(=O)Nc3ccc(OC)c(OC)c3)cc2)nnc1-c1ccc([N+](=O)[O-])cc1	2	-4	-1
CC(=O)c1ccc(N2C(=O)c3cccc4c(Cl)ccc(c34)C2=O)cc1	-5	-3	-6
CC(C)(C)c1csc(C2C(=N)N(CC3CC3)CC2=O)n1 (stereo not given)	7	-17	x
CC(C)N(C(=O)c1ccc2c(c1)CC(c1ccccc1)OC2=O)C1CC1 (stereo not given)	2	-8	x
Cn1c(SCC(=O)c2ccc([N+](=O)[O-])cc2)nc2ccccc21	-10	-4	-4
Cc1ccc2nc(N3CCOCC3)c(C=C3SC(=S)N(C(C)c4ccccc4)C3=O)c(=O)n2c1 (stereo not given)	0	-2	-8
CCSC1CCCCN(C(C)c2nc(-c3cccnc3)no2)C1 (stereo not given)	7	-12	x
CCOCCCN(CC(=O)N1CCc2sccc2C1c1ccccc1C)C(=O)c1cccc(Br)c1 (stereo not given)	15	-2	-4
Cc1cc(C)n2nc(C(F)(F)F)nc2n1	4	-7	x
COc1cc(Cl)c(C)cc1Nc1ncccn1	-1	-15	-6
(next part)
SMILES	NPYLR7 ag	hcGAS inh	mcGAS inh
N#CC1(NC(=O)c2cnc(Cc3ccccc3)s2)CCSC1 (stereo not given)	3	-7	x
COc1ccc(C(=O)N2CCCC(Nc3ccc(C(C)C)cc3)C2)c(OC)n1 (stereo not given)	0	2	x
CCC(CC)n1nc(C)cc1NC(=O)c1n[nH]c(=O)c2ccccc12	-4	0	x
Cc1cc(C(=O)CN(C)Cc2nccn2CC(F)(F)F)c(C)[nH]1	6	-7	x
CCOC(=O)c1cccc(NC(=O)NC(c2ccc(S(C)(=O)=O)cc2)c2cccc(N(C)C)c2)c1 (stereo not given)	-17	-5	-6
Cc1ccc2nc(C)c(NC(=O)Cc3ccc(Br)cc3)c(=O)n2c1	4	-15	x
CC(C)c1nc2cc(Cl)ccc2n(Cc2ccccc2)c1=O	3	4	-3
CCc1c(C(=O)N(C)CCn2ccnc2C)[nH]c2ccccc12	5	-7	x
CN(NC(=O)c1cncn1-c1ccc(F)cc1)c1cnn(C)c(=O)c1Cl	3	-4	-6
Cc1nn(-c2ccccc2)c2ncc(C(=O)N(C)C3CCCCC3)c(Cl)c12	9	-13	x
Cn1cc(C(=O)N2CCOCC2)c2nn(-c3ccccc3)c(=O)c-2c1	5	-3	-8
O=S(=O)(c1ccc(F)cc1)N1CCCc2ccccc21	4	-5	x

From PubChem
